Assay outcomes deposited in PubChem BioAssay by Broad Institute.
RAD52 inh – inhibitors of human RAD52 DNA annealing. P43351. recombinant RAD52 DNA annealing, FRET fluorescence. inhibition, % at 18.7 µM. 360,000 tested, 0.46% active. AID 651710;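 active = every replicate showing at least 50% inhibition; inconclusive = mean inhibition at least 50% but not in every replicate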
RAD54 inh – RAD54 (human) branch migration inhibition; Q92698; inhibition, % at 10.4 µM; 360,000 tested, 0.14% active; RAD54 Holliday junction branch migration, FAM/BHQ fluorescence;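 active = mean normalized replicate activity at least 40 and at least half of replicates scoring 40 or more; inconclusive = only one of the two criteria met; inactive = mean below 40 and under half of replicates reaching 40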;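 also: 0% = median of neutral control wells and 100% = median of positive control wells; inhibitors cause a drop in the FAM fluorescence signal; in these data hits start at about 50%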
E-sel inducer – E-selectin induction on HUVECs | HUVEC E-selectin immunofluorescence imaging; normalized: neutral wells 0, TNF-alpha wells 100 | 260,000 tested, 0.37% active | activation, % at 7.58 µM | P16581;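 active = mean E-selectin-positive cell signal at least 10% of the positive control, reached in at least 60% of replicates, without over 20% cell loss; inconclusive = no rule given, readout overlaps actives, possibly toxicity-flagged; inactive = the rest, including those meeting only one limit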;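 also: in these data hits start at about 27%; measured in HUVEC primary endothelial cells; signal is the percent of cells scored E-selectin positive by PE staining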
Target sequence (P16581 whole entry, looked up): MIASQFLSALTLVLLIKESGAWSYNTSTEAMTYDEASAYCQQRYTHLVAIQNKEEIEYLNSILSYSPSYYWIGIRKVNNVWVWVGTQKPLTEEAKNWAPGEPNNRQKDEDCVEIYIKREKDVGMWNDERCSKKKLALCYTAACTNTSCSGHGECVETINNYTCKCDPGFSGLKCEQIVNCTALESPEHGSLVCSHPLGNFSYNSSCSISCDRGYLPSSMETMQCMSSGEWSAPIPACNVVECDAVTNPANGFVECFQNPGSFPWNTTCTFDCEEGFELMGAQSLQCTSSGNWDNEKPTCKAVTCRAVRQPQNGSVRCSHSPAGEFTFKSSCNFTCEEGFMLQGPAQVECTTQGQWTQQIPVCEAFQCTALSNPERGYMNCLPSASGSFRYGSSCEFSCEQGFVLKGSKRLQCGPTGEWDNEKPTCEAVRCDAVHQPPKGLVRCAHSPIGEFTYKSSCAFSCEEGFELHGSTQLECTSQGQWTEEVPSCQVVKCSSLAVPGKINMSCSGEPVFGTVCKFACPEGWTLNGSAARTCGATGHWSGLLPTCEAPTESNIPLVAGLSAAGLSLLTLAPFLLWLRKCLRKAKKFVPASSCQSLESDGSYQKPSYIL
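Assay system: HUVEC, human umbilical vein endothelial cells / Amount: 3,000 HUVEC/well / Controls: TNF-alpha positive control, DMSO neutral control / Compound dosing: single concentration / Medium: EGM-2 over gelatin coat / Evaluation: percent E-selectin-positive cells / Signal: immunofluorescence imaging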
ERp5 inh – ERp5 (human) disulfide isomerase inhibition | ERp5 insulin aggregation, absorbance 650 nm, 90 min | 350,000 tested, 0.05% active | inhibition, % at 9.99 µM | Q15084;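 active = mean replicate inhibition above about 25%, with every replicate also reaching it, limit read from the data, passing the limit was not always enough; inconclusive = only one of those two criteria met; inactive = neither criterion met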
Target sequence (Q15084 whole entry, looked up): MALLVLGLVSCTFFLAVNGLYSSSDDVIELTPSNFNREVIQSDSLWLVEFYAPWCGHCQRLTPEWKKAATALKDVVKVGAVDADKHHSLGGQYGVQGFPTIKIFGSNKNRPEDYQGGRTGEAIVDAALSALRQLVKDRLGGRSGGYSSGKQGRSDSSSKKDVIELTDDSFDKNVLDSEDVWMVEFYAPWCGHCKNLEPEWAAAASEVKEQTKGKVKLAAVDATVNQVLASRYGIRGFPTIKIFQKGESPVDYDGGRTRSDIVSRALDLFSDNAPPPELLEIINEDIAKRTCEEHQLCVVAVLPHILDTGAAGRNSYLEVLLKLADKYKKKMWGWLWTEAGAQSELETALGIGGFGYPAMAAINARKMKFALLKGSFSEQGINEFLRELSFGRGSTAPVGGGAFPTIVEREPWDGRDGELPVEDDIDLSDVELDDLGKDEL
esBAF inh – blocks esBAF chromatin remodeling in mouse ES cells | Bmi1-luciferase knock-in reporter, 24 h; 100% = twice the neutral-well signal | reporter increase, % at 12.5 µM | 350,000 tested, 2% active | AID 602393; in the data active = activation above about 40%; inconclusive = no clear call, values can overlap the other calls;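 also: 0% = median of the plate's neutral control wells and 100% = double that signal; a rise in the Bmi1 reporter signal indicates esBAF inhibition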
PglD DTNB – blocks C. jejuni PglD acetyltransferase activity. purified PglD enzyme, DTNB colorimetric CoA detection. inhibition, % at 12.5 µM. 360,000 tested, 0.098% active. AID 602405; in the data active = inhibition above about 16%, passing the limit was not always enough; inconclusive = no clear call, values can overlap the other calls; also: strong numbers were not always called active
ARNT-TACC3 inh – disruptors of human ARNT/TACC3 interaction | AlphaScreen His-ARNT PAS-B/GST-TACC3 binding, luminescence; TACC3 fragment carries E629A point mutation | Q9Y6A5 | inhibition, % at 9.99 µM | 390,000 tested, 0.66% active;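 active = mean inhibition of replicates at least 50% and at least half of replicates each reaching 50%; inconclusive = half or more replicates reach 50% but mean below 50%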;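 also: 0% = complete ARNT plus TACC3 wells and 100% = ARNT alone without TACC3; many hits fall short of the cut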
Casp6 inh – blocks human caspase-6 cleavage activity; inhibition, % at 12.5 µM; 350,000 tested, 0.53% active; purified caspase-6, Z-VEID-R110 cleavage fluorescence;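 active = mean inhibition across replicates at least about 35%, with every replicate also reaching that limit, limit read from the data; inconclusive = only one of the two criteria met; inactive = neither criterion met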;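 also: 0% = median of neutral control wells and 100% = no fluorescence left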
* marks the source's active call; other numbers are inactive results; u = inconclusive; x = not tested or not shown.

SMILES	RAD52 inh	RAD54 inh	E-sel inducer	ERp5 inh	esBAF inh	PglD DTNB	ARNT-TACC3 inh	Casp6 inh
C[C@@H](NC(=O)C[C@@H]1CC[C@H](NS(=O)(=O)c2cccc(F)c2)[C@@H](CO)O1)c1ccccc1	24	-2	-0.1	2	-1	0	1	-2
Cc1cc(NC(=O)COc2ccccc2)n(-c2ccccc2)n1	x	-5	x	x	-3	0	-1	x
COc1ccc(OCc2cc(C(=O)NC(C)c3nc(C)cs3)no2)c(Cl)c1 (stereo unspecified)	-23	-2	0.4	-4	61*	0	x	4
O=C(Nc1ccc2c(c1)[C@@H]1C[C@@H](CC(=O)N3CCCCC3)O[C@@H](CO)[C@@H]1O2)C1CCOCC1	10	7	0.7	0	0	4	-4	-1
COc1ccc(NC(=O)C(C)N(c2ccc(C)cc2)S(C)(=O)=O)c(OC)c1 (stereo unspecified)	x	0	x	x	-3	1	-6	x
CCOc1ccccc1CNC(=O)c1cc2occc2n1C	-28	3	0.3	2	-30	4	17	1
C[C@@H]1CN([C@@H](C)CO)C(=O)Cc2cc(NC(=O)NC3CCCCC3)ccc2O[C@@H]1CN(C)Cc1ccc(-c2ccccc2)cc1	7	-6	1.2	-6	4	-1	28	-1
O=C(CC1CCCCC1)NCc1ccccc1Cl	-11	-4	0.8	4	53*	3	-3	-2
O=C(NCc1ccc(OC(F)(F)F)cc1)c1cccc2c1C(=O)c1ccc(N3CCCC3)cc1S2(=O)=O	-318	-7	0.1	-1	14	0	0	-1
CC(C)NC(=O)N[C@H]1C=C[C@@H](CC(=O)NCCCN(C)C)O[C@H]1CO	-8	-5	-0.3	2	0	-2	-25	-1
CCC(C)c1ccccc1N1CC(C(=O)NCCc2ccc(OC)c(OC)c2)CC1=O (stereo unspecified)	2	-15	x	3	2	-6	-1	0
Cc1ccc(-c2cnc3c(c2)C(=O)N([C@H](C)CO)C[C@H](C)[C@@H](CN(C)CC2CCCC2)O3)cc1	8	4	0.2	4	-7	2	-1	7
COc1cc(C)c(S(=O)(=O)N2CCOCC2)c(C)c1C	-20	0	x	10	-9	-3	22	1
C/C=C/c1ccc2c(c1)O[C@@H](CN(C)C(=O)Nc1cccc(F)c1)[C@H](C)CN([C@H](C)CO)S2(=O)=O	6	7	0.2	0	-15	1	1	0
O=C(Nc1nnc(C2CC2)o1)c1ccc(S(=O)(=O)N2CCCc3ccccc32)cc1	-17	-1	0.4	3	-1	-1	48*	-3
CCC(=O)N1CC(=O)N2[C@@H](CO)[C@H](c3ccc(-c4ccncc4)cc3)[C@@H]2C1	13	x	-0.3	2	x	x	x	-1
Cc1ccc2[nH]c(=O)c(CN3CCCCC3)c(-c3ccccc3)c2c1	-24	x	x	-2	x	x	23	4
C[C@H](NC(=O)N1CCn2c1nc1ccccc12)C(=O)NCc1ccc(F)cc1	-11	11	x	0	-8	0	0	-2
Cn1ccc(NC(=O)Nc2ccc(Cl)cc2)n1	-15	-5	x	2	x	-3	-1	-3
COc1ccccc1OCC(=O)Nc1ccc2c(c1)OCCO2	-5	x	x	3	45*	x	-17	-2
CN(CC(=O)Nc1ccccc1Br)C(=O)c1sccc1-c1ccccc1	4	-1	x	4	10	-4	-3	1
Nc1nc(-c2ccc(Cl)cc2)cc(C(F)(F)F)n1	x	-6	x	x	3	5	-15	x
Nc1cccc(Oc2ccc3c(c2)C(=O)N(CC2CCCO2)C3=O)c1 (stereo unspecified)	-11	2	0.0	7	50*	1	0	-1
C[C@H]1CN([C@@H](C)CO)C(=O)c2ccccc2-c2ccccc2CO[C@H]1CN(C)Cc1ccc2c(c1)OCO2	6	1	-3.8	3	-5	-1	6	1
Cc1nc(-c2ccccc2)sc1-c1n[nH]c(=S)n1C	x	2	x	x	6	4	5	x
Next records
SMILES	RAD52 inh	RAD54 inh	E-sel inducer	ERp5 inh	esBAF inh	PglD DTNB	ARNT-TACC3 inh	Casp6 inh
Cc1ccccc1CN1CCSc2sccc2C1=O	-8	0	x	-4	9	-2	1	-2
CC1CCCN(C(=O)c2cc(-c3cccs3)nc3ccccc23)C1 (stereo unspecified)	-9	x	0.2	1	5	x	-3	3
COc1ccc(N(C(=O)Cn2nnc(-c3ccccc3F)n2)C(C(=O)NCC2CCCO2)c2ccc(Cl)cc2)cc1 (stereo unspecified)	-2	x	2.6	-21	x	x	-6	5
COc1ccc2c(c1)[C@]1(C(=O)N2C)C2=C(CCCC2=O)Oc2cc(C)oc(=O)c21	0	x	0.1	1	x	x	x	8
CCCN1CCC(NC(=O)C2CCN(C(C)=O)CC2)CC1	-3	-1	x	-2	-4	-4	-3	-69
O=C(NC(c1ccc(F)cc1)c1cnccn1)C1CCN(CCOc2ccc(Cl)cc2Cl)CC1 (stereo unspecified)	-39	-5	0.0	3	-7	1	x	1
C[C@H]1CN([C@@H](C)CO)C(=O)Cc2cc(NS(=O)(=O)c3cccs3)ccc2O[C@@H]1CN(C)C(=O)NC1CCCCC1	6	5	0.0	8	-2	-1	0	-2
CCCOc1ccc(C(=O)NNC(=S)NC(=O)c2ccccc2)cc1	-14	-2	0.2	3	0	-2	8	-4
C[C@H](CO)N1C[C@H](C)[C@H](CN(C)C)Oc2cc(-c3cccc(C(=O)N(C)C)c3)ccc2S1(=O)=O	-3	9	-0.1	-12	1	-1	9	0
N#Cc1ccc(N2CCOCC2)c([N+](=O)[O-])c1	1	x	-0.1	15	x	x	x	4
CC1=NNC(=O)C1CCC(=O)N/N=C(\C)c1ccccc1 (stereo unspecified)	-12	x	x	u	x	x	0	-4
C[C@H](CO)N1C[C@H](C)[C@H](CN(C)Cc2ccc3c(c2)OCO3)OCCCC[C@H](C)Oc2ccc(NC(=O)CCCN(C)C)cc2C1=O	11	-27	0.4	4	3	0	5	-40
C[C@@H]1CN([C@H](C)CO)C(=O)c2cc(NC(=O)Nc3ccccc3)ccc2O[C@@H](C)CCCCO[C@@H]1CN(C)C(=O)CCC(F)(F)F	13	-7	0.0	-13	0	1	-3	0
CCCCC(=O)NCCc1ccc(S(N)(=O)=O)cc1	x	1	6.5	x	-11	1	-6	x
COc1ccc(CN=C(C)c2c(C(F)(F)F)[nH]n(-c3nc4ccccc4s3)c2=O)cc1	x	11	x	x	-15	-6	0	x
C=C(C)C(=O)Nc1cccc(C2=NOC3(C2)C[C@@H](C(N)=O)N(C(=O)CCCCC)C3)c1 (stereo partly specified)	-5	x	x	-6	x	x	-4	59*
Cc1ccsc1C(=O)N1CCCC(CCC(=O)N2CCN(c3ccccn3)CC2)C1 (stereo unspecified)	-3	1	0.2	0	-6	2	18	5
COc1ccc(S(=O)(=O)Nc2ccc3c(c2)CC(=O)N([C@@H](C)CO)C[C@H](C)[C@H](CN(C)C(=O)NC2CCCCC2)O3)cc1	-11	2	u	-1	0	0	0	-1
CCCNC(=O)N1C[C@@H]2[C@H](c3ccccc31)[C@H](CO)N2CC1CCCC1	1	-8	-0.3	-2	2	-3	-5	-2
CCCCOC(=O)c1ccc(NC(=O)CSCc2n[nH]c(=O)[nH]2)cc1	x	-12	x	x	-5	-6	8	x
O=C(C(=O)N1CCN(c2ccccc2)CC1)c1ccccc1	-27	x	0.0	2	x	x	x	-2
CCN1C(=NCCOC)N[C@@H](CCc2ccccc2)[C@H](C(=O)OC)[C@H]1C	-9	11	-0.1	-3	0	5	4	x
OCCN(CC(O)COc1ccccc1)CC(O)Cn1ccc2ccccc21 (stereo unspecified)	-25	-1	x	4	-7	-5	2	-1
Cc1nn(CC(=O)NCCc2ccccc2)c(=O)c2ccccc12	x	-3	x	x	-5	-3	1	x
COc1ccc(-c2ccc3n(c2=O)C[C@@H]2[C@@H](CO)[C@H](C(=O)Nc4ccccc4)[C@H]3N2C)cc1	-1	2	1.6	-6	0	8	-1	5
Continuation.
SMILES	RAD52 inh	RAD54 inh	E-sel inducer	ERp5 inh	esBAF inh	PglD DTNB	ARNT-TACC3 inh	Casp6 inh
CCN(CC(=O)Nc1ccccc1C(F)(F)F)C(=O)C1CCN(C(=O)Nc2ccccc2)CC1	-23	-6	0.1	-2	-1	-1	2	0
Cc1cccn2c(=O)c3cc(C(=O)NCC4CCCO4)c(=N)n(Cc4ccc(F)cc4)c3nc12 (stereo unspecified)	22	33	4.8	4	5	4	-11	4
O=S(=O)(NC1c2cccc3cccc(c23)C1Sc1ncccn1)c1ccccc1 (stereo unspecified)	-14	x	-0.2	1	x	x	-3	0
COc1cccc(NC(=O)CSc2nc(C3CC3)nc3ccccc23)c1	-20	-4	x	2	4	-1	1	1
O=C(C[C@@H]1C=C[C@@H](NC(=O)Nc2ccccc2)[C@@H](CO)O1)NCc1cccc(F)c1	6	1	-0.4	0	2	5	0	3
O=C(c1ccc(F)cc1)N1CC(=O)N2[C@H](CO)[C@@H](c3ccc(C#CC4CC4)cc3)[C@@H]2C1	8	x	0.2	-1	x	x	x	0
COc1cc(/C=C/C(=O)/C=C(O)/C=C/c2ccc(O)c(OC)c2)ccc1O	-40	-13	-0.2	10	-6	-3	-1	1
COc1cccc(NC(=O)CN(C)C(=O)c2cccc(S(=O)(=O)N3CC4(C)CC3CC(C)(C)C4)c2)c1 (stereo unspecified)	-6	-1	0.4	-10	-4	9	-7	2
Cc1ccc(CNS(=O)(=O)c2ccc3c(c2)NC(=O)C(C)S3)cc1 (stereo unspecified)	-19	0	x	-2	-34	2	10	2
COc1ccc2c3c(n(C)c2c1)[C@@H](CO)N(CC1CC1)CC31CN(S(=O)(=O)c2cn(C)cn2)C1	-52	x	-0.1	1	x	x	x	-1
COc1ccc(CCNC(=O)COC(=O)Cn2cnc3ccccc3c2=O)cc1	-15	5	x	5	-2	-4	0	-1
Cc1cc(C)cc(NC(=S)N(CCN(C)C)C(C)c2cccnc2)c1 (stereo unspecified)	-9	x	5.5	4	x	x	-1	-8
Cc1cc([N+](=O)[O-])nn1Cc1noc(C(=O)NCc2ccc3c(c2)OCO3)n1	-22	-2	0.3	-1	4	0	3	1
O=C(Nc1nnc(-c2ccco2)o1)c1ccc(S(=O)(=O)N2CCCC2)cc1	-30	x	x	-1	x	x	45	0
CCC(C(=O)Nc1ccccn1)c1ccccc1 (stereo unspecified)	-6	x	6.0	1	x	x	6	3
COc1ccc(-n2c3c(cc(C(=O)Nc4cccc(C)n4)c2=O)C(=O)CC(C)(C)C3)cc1	-15	x	5.2	6	x	x	-1	2
C/C(CC(O)(/C=N/O)c1ccccc1)=N\O (stereo unspecified)	x	-6	x	x	-5	5	-3	x
CC(c1ccccc1)c1nnc(NC(=O)Nc2ccccc2)s1 (stereo unspecified)	-12	5	x	-3	8	-2	-4	-1
COc1cc(C)c(N(C(C)=O)c2ccccc2)c(C)c1	x	1	x	x	-4	-2	-5	x
O=[N+]([O-])c1ccc(NC(=S)NCc2ccc(F)cc2)cc1	-52	15	x	-3	10	3	18	0

Some values from the results shown.
CC1CCCN(C(=O)c2cc(-c3cccs3)nc3ccccc23)C1 (stereo unspecified) in E-sel inducer → 0.2
O=[N+]([O-])c1ccc(NC(=S)NCc2ccc(F)cc2)cc1 in ARNT-TACC3 inh → 18

An excerpt from above in order of the ARNT-TACC3 inh value, lowest first.
compound,RAD52 inh,ERp5 inh,esBAF inh,PglD DTNB,ARNT-TACC3 inh,Casp6 inh
COc1cc(C)c(N(C(C)=O)c2ccccc2)c(C)c1,x,x,-4,-2,-5,x
O=S(=O)(NC1c2cccc3cccc(c23)C1Sc1ncccn1)c1ccccc1 (stereo unspecified),-14,1,x,x,-3,0
COc1ccc(-n2c3c(cc(C(=O)Nc4cccc(C)n4)c2=O)C(=O)CC(C)(C)C3)cc1,-15,6,x,x,-1,2
O=C(Nc1nnc(-c2ccco2)o1)c1ccc(S(=O)(=O)N2CCCC2)cc1,-30,-1,x,x,45,0
